proCasp7 act: procaspase-7 activators, primary screen, counter-screen for procaspase-3 activator project, biochemical, absorbance, HTS, human; Caspase-7 (Homo sapiens), P55210; recombinant procaspase-7, Ac-DEVD-pNA absorbance 405 nm; D23A/D198A/D206A triple mutant, cannot self-cleave; scale: DMSO 0, 5 µM enzyme 100; activation, % at 8.5 µM; actives 0.093% (n = 330,000);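 active = percent activation above the screen-wide mean plus 3 SD, cut at about 25% in these data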
Target sequence (P55210 whole entry D23A/D198A/D206A): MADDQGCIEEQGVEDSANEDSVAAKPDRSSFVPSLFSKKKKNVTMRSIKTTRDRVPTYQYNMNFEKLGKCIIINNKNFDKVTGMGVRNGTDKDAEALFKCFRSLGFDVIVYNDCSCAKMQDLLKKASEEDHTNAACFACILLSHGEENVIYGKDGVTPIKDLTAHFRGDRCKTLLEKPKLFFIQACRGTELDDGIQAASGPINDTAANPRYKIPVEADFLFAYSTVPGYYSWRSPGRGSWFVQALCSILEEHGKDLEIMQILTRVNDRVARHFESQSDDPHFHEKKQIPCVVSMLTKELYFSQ
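Material: Procaspase-7 triple mutant (PC-7 D3A) | Quantity: 2 µM procaspase-7 mutant as dispensed | Reagent: DEVD-pNA substrate | Times: 1 h preincubation, 2 h reaction | Technique: 405 nm absorbance of p-nitroaniline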
RPL19A-GFP yeast: RPL19A-GFP expression modulators in yeast, primary screen, cell-based, S. cerevisiae, multiplex flow cytometry, MLPCN; S. cerevisiae RPL19A-GFP strain, 3 h; active compounds read low; percent response vs DMSO, % at 10 µM; actives 0.3% (n = 330,000);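 active = percent response vs DMSO below 50%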;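 also: median channel GFP fluorescence of the barcoded RPL19A-GFP strain; ratio of sample median GFP to plate DMSO average so 100% = DMSO; lower means less RPL19A-GFP as with rapamycin TOR inhibition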
MEP2 TOR yeast: modulators of MEP2-GFP levels in yeast, primary screen, S. cerevisiae, multiplex flow cytometry, MLPCN library. S. cerevisiae MEP2-GFP strain, 3 h; 100% = DMSO control level. GFP response vs DMSO, % at 10 µM. actives 0.51% (n = 330,000). AID 2016, 2009;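 active = GFP response versus DMSO above a set limit, roughly screen mean plus 3 SD, cut at about 180% in these data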;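 also: median GFP fluorescence of the barcode-gated MEP2-GFP cells per well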
CR mimetic SO: reduction of superoxide in aged yeast, primary screen, HTS. S. cerevisiae aged cells, superoxide DHE fluorescence; active compounds read low. superoxide response (% of plate mean), % at 10 µM. actives 0.18% (n = 330,000). AID 2690, 2010;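 active = superoxide response under a set limit, about three screen SD below normal, cut at about 65% in these data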;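 also: yeast aged for seven days with compound at 30 °C before DHE staining; 100% = average MFI of all compound-treated wells on the plate with controls excluded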
JMJD2C inh: inhibitors of GASC-1 histone demethylase, primary screen, biochemical, fluorescence, DELFIA europium | Lysine-specific demethylase 4C (Homo sapiens), Q9H3R0 | GST-JMJD2C(1-420) H3K9me3 demethylation | inhibition, % at 2.35 µM | actives 0.069% (n = 330,000);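 active = more than half of a compound's replicate wells show inhibition beyond 50%, single wells judged on their own value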;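 also: signal counts dimethyl H3K9 product captured on neutravidin plate; 0% = median of DMSO wells and 100% = 0.3 times that DMSO median; strong numbers were not always called active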
Target sequence (Q9H3R0 1-420 limits assumed): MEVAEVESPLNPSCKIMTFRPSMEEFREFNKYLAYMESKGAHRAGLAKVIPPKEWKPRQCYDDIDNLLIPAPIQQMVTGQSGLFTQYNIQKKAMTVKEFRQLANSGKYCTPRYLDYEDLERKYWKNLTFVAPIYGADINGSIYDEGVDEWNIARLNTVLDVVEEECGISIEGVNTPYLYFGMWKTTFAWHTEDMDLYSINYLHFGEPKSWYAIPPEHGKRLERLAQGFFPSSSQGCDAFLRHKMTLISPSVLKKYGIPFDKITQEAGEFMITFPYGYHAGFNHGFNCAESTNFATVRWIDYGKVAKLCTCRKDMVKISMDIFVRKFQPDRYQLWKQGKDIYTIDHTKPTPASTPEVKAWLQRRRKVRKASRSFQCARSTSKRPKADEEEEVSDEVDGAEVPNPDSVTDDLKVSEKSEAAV
AHR activator: AHR activators, primary screen, cell-based, luminescence, luciferase reporter, human | Aryl hydrocarbon receptor (Homo sapiens), P35869 | AHR-responsive luciferase reporter cells | activation, % at 5 µM | actives 2.5% (n = 320,000); in the data active = activation above about 47%;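 also: 0% = vehicle wells and 100% = reference agonist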
proCasp3 act: activators of human procaspase-3 D3A mutant, primary screen, biochemical, absorbance, PC-3 D3A mutant, single concentration. Caspase-3 (Homo sapiens), P42574. recombinant procaspase-3 D3A, Ac-DEVD-pNA absorbance 405 nm. activation, % at 8.5 µM. actives 0.11% (n = 330,000);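 active = activation above the mean of all tested compounds plus 3 SD, cut at about 21% in these data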;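 also: 0% = DMSO alone and 100% = DMSO wells spiked with extra 5 µM PC-3 D3A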
Target sequence (P42574 whole entry D9A/D28A/D175A): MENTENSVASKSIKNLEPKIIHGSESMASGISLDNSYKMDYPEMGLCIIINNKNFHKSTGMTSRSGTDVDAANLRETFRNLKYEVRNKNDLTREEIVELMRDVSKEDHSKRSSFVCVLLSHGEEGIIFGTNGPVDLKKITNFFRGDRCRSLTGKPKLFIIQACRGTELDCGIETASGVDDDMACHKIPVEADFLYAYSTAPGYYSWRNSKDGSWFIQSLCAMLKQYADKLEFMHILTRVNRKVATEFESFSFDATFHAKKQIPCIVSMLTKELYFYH
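material = Procaspase-3 D3A mutant | probe or stimulus = Ac-DEVD-pNA | compound = single dose, 8.5 µM nominal compound, 0.8% DMSO | timing = 1 h preincubation, 2 h reaction | measured by = 405 nm absorbance of p-nitroaniline, reads at 0 and 120 min | benchmarks = DMSO-only low control, 5 µM PC-3 D3A high control | repeats = singlicate, each compound tested once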
LAP4-GFP MLPCN: modulators of LAP4-GFP expression in yeast, primary screen, S. cerevisiae, multiplex flow cytometry, MLPCN library; GFP response vs DMSO, % at 10 µM; actives 0.34% (n = 320,000); 3 h; median GFP as percent of DMSO wells; AID 2023, 2009;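 active = GFP response vs DMSO above a set limit, about the screen mean plus 3 SD, cut at about 150% in these data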
* = called active by the depositor; i = inactive; nt = no result given; [ ] = remark or other dose.

SMILES	proCasp7 act	RPL19A-GFP yeast	MEP2 TOR yeast	CR mimetic SO	JMJD2C inh	AHR activator	proCasp3 act	LAP4-GFP MLPCN
O=C(COC(=O)c1ccc(Cl)nc1)NCCNC(=O)COC(=O)c1ccc(Cl)nc1	8	101	102	98	-1	-2	13	112
CCOc1cc(C(=O)N2CCC(CC3CC(c4ccccc4)=NO3)(C(=O)NCc3ccc(OC)cc3)CC2)cc(OCC)c1OCC (stereo unspecified)	13	97	96	102	5	-1	1	105
O=C1c2ccccc2CCC12N=NCC2c1ccccc1 (stereo unspecified)	1	14*[may fluoresce violet]	246*[may fluoresce violet]	101	-2	8	-2	133[may fluoresce violet]
COc1ccc(S(=O)(=O)NC2CCCCCC2)cc1C(N)=O	-2	88	119	101	-14	-4	4	133
Cc1nc2ccccc2n1CCc1ccccc1	8	101	100	104	6	1	-10	100
CC1CCN(C(=O)CSc2ccc(-c3ccc(F)cc3)nn2)CC1	-3	100	94	100	3	0	1	102
C=CCOc1ccc(C(=O)O)cc1Cl	-6	100	92	99	-1	0	6	126
C=CCn1c(SCC(=O)N2CCN(CCO)CC2)nc2sc3c(c2c1=O)CCC3	-7	96	100	100	-4	-5	3	87
CCCCCCc1cc2cc(C(=O)Nc3cccc(OC)c3)c(=O)oc2cc1O	6	97	116	105	1	-2	0	96
COc1ccc(NCC(=O)N/N=C/C=C/c2ccccc2[N+](=O)[O-])cc1	-5	101	100	96	-12	10	-4	110
O=C(NCc1ccccc1)Nc1cccn(Cc2ccc(F)cc2)c1=O	5	98	102	114	3	1	4	94
O=C(Cc1cccc(C(F)(F)F)c1)NCc1cccnc1	6	101	103	96	-6	3	7	83
Fc1ccc(C2C3=C(Nc4ncnn42)c2ccccc2OC3c2ccncc2)cc1 (stereo unspecified)	3	101	100	95	-1	0	1	105
CCn1c2ccccc2c2cc(NC(=O)COc3ccc(OC)cc3)ccc21	4	101	98	104	-8	28	2	108
CC1(C)CC(=O)N(CC(=O)N2CCN(c3ncccn3)CC2)c2ccccc2S1(=O)=O	1	104	100	95	4	-2	-6	100
Cc1ccc(C(=O)NNC(=O)/C=C\C(=O)O)cc1	-4	107	111	104	3	5	5	109
CCOc1ccccc1NC(=O)CNC(=O)c1nn(-c2ccc(OC)c(OC)c2)c(=O)c2ccccc12	5	99	110	86	11	-1	6	104
C=CCNC(=O)c1scc2c1CCCC2	-6	97	99	98	-6	-5	2	92
COCCOC(=O)c1c(C)oc2ccc(OCC=C(C)C)cc12	5	97	108	90	0	1	5	96
CC1(C)CC2(CCO1)C(Nc1ccccc1)=NC(=S)N2CC(N)=O (stereo unspecified)	3	108	105	111	12	1	-5	110
O=[N+]([O-])c1ccc(N2CCCCC2)cc1SCCO	-5	104	105	100	6	1	-2	106
Cc1ccc(N2C(=O)[C@@H]3Cc4ccccc4CN3C2=O)cc1	11	83	88	98	2	-7	-8	79
CCn1c(SCC(=O)NNC(=O)c2ccc(C)cc2)nnc1-c1ccco1	5	103	101	110	10	2	-2	98
CCCCn1c(SCc2nnc(-c3ccccc3)o2)nc2c1c(=O)n(C)c(=O)n2C	0	101	106	94	4	-3	5	99
O=C(c1ccc2snnc2c1)N1CCN(c2ccccc2)CC1	-9	97	94	101	30	17	-5	99
(listing goes on)
SMILES	proCasp7 act	RPL19A-GFP yeast	MEP2 TOR yeast	CR mimetic SO	JMJD2C inh	AHR activator	proCasp3 act	LAP4-GFP MLPCN
CCc1ccc(CN2C(=O)c3ccccc3C2C(=O)NCC2CCCO2)cc1 (stereo unspecified)	-1	97	101	108	-4	5	0	98
Cc1ccc2c(c1)/C(=N/OC(=O)c1ccc(F)cc1)CCS2	-1	101	106	104	3	2	-2	89
COc1ccc(C)cc1NC(=O)C1CCN(C(=O)c2ccco2)CC1	-1	97	94	98	-5	5	8	89
COc1ccc(/C=C/CN2CCC(n3nccc3NC(=O)C3CC3)CC2)cc1	1	98	94	94	4	1	4	94
Cc1cc(C)n2nc(-c3sccc3-n3cccc3)cc2n1	-2	99	110	104	10	93*	11	110
O=C(CC(Sc1ccc(Br)cc1)C(=O)O)c1ccc(Br)cc1 (stereo unspecified)	-27	94	102	88	6	1	-22	128
CC(=O)Nc1ccc(N2C(=O)CSC2c2ccc([N+](=O)[O-])cc2)cc1 (stereo unspecified)	2	104	110	97	-7	0	-2	91
COc1ccc(N2CCN(C(=O)Cn3c(=O)[nH]c4ccsc4c3=O)CC2)cc1	2	45*[may fluoresce violet]	573*[may fluoresce violet]	96	4	1	4	97[may fluoresce violet]
COc1ccc(N2CCN(C(=O)C3Cc4ccccc4CN3C(=O)c3ccccc3)CC2)cc1 (stereo unspecified)	7	103	98	88	11	6	-3	99
CCCCCC(=O)Nc1ccc(-c2cn3cccnc3n2)cc1	7	106	105	88	0	5	-4	102
COc1ccc(N2CCN(C(=O)c3cn(C)c(=O)c4c3c3ccccc3n4C)CC2)cc1	-1	96	93	103	1	1	3	103
Cc1ccc(C)c(CSc2nnc(-c3cccs3)n2Cc2ccco2)c1	16	95	96	107	0	2	-1	103
FC(F)Sc1nc2ccccc2[nH]1	-8	92	95	81	-1	1	-6	114
COc1ccccc1-n1cnc2cc(NC(=O)c3ccco3)ccc21	2	95	93	93	2	0	11	94
CCCCN1CCc2c([nH]c3ccc(C)cc23)C1=O	6	98	102	99	-6	-2	-6	101
CCn1cc(C(=O)NCC(OC)OC)c(=O)c2cc(S(=O)(=O)N3CCC(C)CC3)ccc21	0	102	101	102	0	-1	0	94
CCCNc1cc(C)oc(=O)c1C(=O)CC	5	110	110	108	0	4	4	98
CC(C)=C1C2C=CC1C(C(=O)Nc1cccc(C)c1)C2C(=O)O (stereo unspecified)	-24	97	96	88	20	20	-11	104
CN(Cc1ccccc1)S(=O)(=O)c1ccc(N2CCOCC2)nc1	-2	97	93	95	-3	-1	0	100
COc1ccc(-n2c(=O)c3c4c(sc3n3cnnc23)CC(C)CC4)cc1 (stereo unspecified)	0	94	104	132	-3	1	12	107
O=[N+]([O-])c1ccccc1S(=O)(=O)N1CCN(c2ccccn2)CC1	-3	107	107	104	-9	1	-5	88
Cn1ncc(SCc2ccccc2)c(Cl)c1=O	5	94	93	92	-6	-1	3	102
Fc1ccccc1N1CCN(C(c2ccccn2)c2nnnn2C2CCCCC2)CC1 (stereo unspecified)	1	100	104	97	-7	-2	-1	98
COc1ccc(CCC(C)NCc2cc(OC)cc(OC)c2)cc1 (stereo unspecified)	-10	102	96	101	i	0	2	94
O=C(NCCCN1CCCC1=O)C1CCC(CNS(=O)(=O)c2ccc(Cl)cc2)CC1 (stereo unspecified)	1	99	95	107	-22	1	-4	97
Continuation.
SMILES	proCasp7 act	RPL19A-GFP yeast	MEP2 TOR yeast	CR mimetic SO	JMJD2C inh	AHR activator	proCasp3 act	LAP4-GFP MLPCN
CCCCn1c(N)c(N(Cc2ccccc2OC)C(=O)CN2C(=O)NC3(CCCC3)C2=O)c(=O)[nH]c1=O	8	98	99	102	8	7	6	110
CCOc1ccc(NC(=O)c2ccccc2SC)cc1	-3	96	95	94	2	2	-22	105
CCOc1ccccc1C(=O)NCC(=O)NCC1CCCCC1	8	99	109	97	2	2	-4	110
CN(C)S(=O)(=O)c1cc(NC(=O)CNCc2ccc(F)cc2)ccc1Cl	8	104	93	105	2	0	-5	96
C/C=C/C=N/Nc1nc(-c2ccc([N+](=O)[O-])cc2)cs1	0	99	104	93	-1	-4	5	91
COc1ccccc1Oc1c(C)oc2c(CN(C)C)c(O)ccc2c1=O	8	92	104	121	-5	8	3	102
Cc1ccccc1C(=O)NNC(=O)/C=C\C(=O)O	-11	100	102	93	-6	16	2	107
Cc1[nH]c(-c2ccc3c(c2)OCO3)nc1C(=O)O	-3	106	100	101	-18	12	2	114
O=C(COC(=O)CCc1nc2ccccc2s1)Nc1nc(-c2ccccc2)cs1	-5	107	109	91	1	5	4	93
Nc1cccc(C#Cc2ccc3c(c2)C(=O)/C(=C/c2ccsc2)O3)c1	-7	100	100	95	nt	-1	-6	108
Cc1cc(OCC(=O)NC(C)c2ccccc2)ccc1[N+](=O)[O-] (stereo unspecified)	-5	103	104	93	0	5	-2	99
O=C(NCC(c1ccco1)N1CCOCC1)c1cccc([N+](=O)[O-])c1 (stereo unspecified)	0	94	104	102	3	3	-2	95
CC(=O)c1c(C)nc(-c2ccc(OCC(=O)Nc3cccc(C)c3C)cc2)n1O	0	95	94	86	2	2	7	88
CCn1c(-c2ccc(Cl)cc2)n[nH]c1=S	0	69	100	96	3	-2	-14	102
Cc1ccc(CCNC(=O)C2CCCN(S(=O)(=O)c3c(C)noc3/C=C/N(C)C)C2)cc1 (stereo unspecified)	-2	97	93	89	nt	-3	3	106
CCc1ccc(NS(=O)(=O)c2c(C(=O)N3CCCCCC3)c(C)n(C)c2C)cc1	-2	105	107	78	-5	2	-2	81
Cc1ccc(C(C)C)c(OCC(=O)Nc2sc3c(c2C#N)CC(C)(C)NC3(C)C)c1	-9	108	109	90	10	0	12	107
CCOC(=O)C1(CCOc2ccccc2)CCN(CC(O)CO)CC1 (stereo unspecified)	-6	103	110	97	-5	18	10	92
CCCCCCCCc1nc(=S)[nH][nH]1	2	96	101	101	-4	0	-1	110
N#CCCN(C(=O)COC(=O)c1n[nH]c2ccccc12)c1ccccc1	-3	107	100	114	2	1	-2	104
CSc1nc(Sc2cccc(Cl)c2)c2ccccc2n1	-10	96	103	101	-5	5	3	103
Cc1noc(C)c1S(=O)(=O)Nc1ccc2c(c1)C(=O)N([C@H](C)CO)C[C@@H](C)[C@@H](CN(C)Cc1ccc3c(c1)OCO3)O2	6	92	91	101	8	0	1	95
CC1COc2ccccc2N1S(=O)(=O)c1ccccc1 (stereo unspecified)	-4	96	93	99	4	-1	0	114
O=C(c1ccc(N2CCCC2)c([N+](=O)[O-])c1)N1CCN(c2ccccn2)CC1	2	91	68	96	-21	0	-4	108

High-throughput results deposited in PubChem by several laboratories.
